Source: PubChem (The Scripps Research Institute Molecular Screening Center)
GalR3 antagonist = antagonists of human GalR3; HEK293 GalR3-CNG cAMP membrane potential fluorescence; galR3 body fused to GalR1 C-terminus; inhibition, % at 3 µM; O60755; hit rate 0.44% among 360,000;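 active means inhibition above the screen-wide average plus 3 SD, cut at about 13% in these data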;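 further: forskolin and galanin both at EC90 stimulate the cells; cAMP rise reported by CNG channel membrane potential dye signal; 0% = forskolin plus galanin with DMSO and 100% = forskolin alone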
Target sequence (O60755 1-299 limits assumed): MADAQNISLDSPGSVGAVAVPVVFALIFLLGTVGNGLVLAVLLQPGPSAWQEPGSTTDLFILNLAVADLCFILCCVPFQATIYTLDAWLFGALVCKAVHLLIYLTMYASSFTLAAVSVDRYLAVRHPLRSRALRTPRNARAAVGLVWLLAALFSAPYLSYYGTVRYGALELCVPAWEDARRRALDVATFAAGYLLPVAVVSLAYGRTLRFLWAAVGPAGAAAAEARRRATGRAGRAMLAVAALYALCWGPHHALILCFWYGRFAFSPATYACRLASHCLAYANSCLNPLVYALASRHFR
* = called active by the depositor. These rows are one share of the data; the hit share may differ from the screen's.

structure | GalR3 antagonist
C[C@@H]1COc2cccc(N3CCCC3)c2S(=O)(=O)N1 | -6
CN(C)CCN1CCN(C(c2cc3ccccc3o2)c2nnnn2C(C)(C)C)CC1 (centres undefined) | 1
COC(=O)CC#C[C@H](C)[C@@H](NS(=O)(=O)c1ccc([N+](=O)[O-])cc1)C(C)(C)C | -4
CCOC(=O)[C@]12CCC=C1N(CCC1=CCCCC1)C(=O)[C@H](CC(=O)NCCCN1CCCC1=O)C2 | -5
c1ccc(SC23CCCCN(CCC2)[C@]32CO2)cc1 (some centres undefined) | 2
COC(=O)[C@]1(Sc2ccc(OC)cc2)CC(=O)N[C@@H]1c1ccccc1 | -5
O=C(NCc1ccco1)c1cccc(-c2ccc3nccn3c2)c1 | 5
C[C@@H]1COc2cc(N3CC[C@H](O)C3)ccc2S(=O)(=O)N1 | -8
Cc1nc2c(OCc3ccc(Cl)cc3Cl)cccn2c1N(C)CC1CC1 | -7
C[C@]12Cc3ccccc3C1CC1=N[C@@H](c3ccc(C(F)(F)F)cc3)O[C@@]13C[C@@H]2C(=O)N3C1CCN(Cc2ccccc2)CC1 (some centres undefined) | -7
COc1ccc2c3c(n(C(=O)OC(C)(C)C)c2c1)C1CC=C(COC(C)=O)CN1CC3 (centres undefined) | -1
Cc1ccc(F)c(S(=O)(=O)NC(=O)C2(C)CCN2C(=O)C2(c3ccc(Cl)cc3)CCC2)c1 (centres undefined) | -4
CCOC(=O)/C(=C\Nc1cccc(OCc2ccccc2)c1)NC(=O)c1ccccc1 | -9
CC(C)NC(=O)N(C)C[C@@H]1OCc2cn(nn2)CCCC(=O)N([C@@H](C)CO)C[C@H]1C | -6
COC(=O)C1=C(C)N(Cc2ccccc2C(F)(F)F)C(=NCc2ccc(OC)cc2)NC1CCc1ccccc1 (centres undefined) | 1
COC(=O)C1=C(C)N(Cc2cccc(C(F)(F)F)c2)C(=NCc2ccccc2)NC1c1ccc(Cl)cc1 (centres undefined) | -4
O=C(NC(c1ccccc1)c1cnccn1)C1CCN(Cc2ccc(Cl)c(Cl)c2)CC1 (centres undefined) | -8
Nc1ccn([C@@H]2O[C@H](C(=O)N3CCCN(Cc4ccccc4F)CC3)[C@@H](O)[C@H]2O)c(=O)n1 | -4
CC(C)(C)c1ccc(C#C[C@@H]2C=C[C@@H](O)[C@@H](CO)O2)cc1 | -3
CCOC(=O)C1(C)CCCN(C(=O)c2cccc3ccccc23)C1 (centres undefined) | -6
CSCCNC(=O)C1(C)CCN1C(=O)c1cc(C)n(C)n1 (centres undefined) | -7
Cc1cccc(C)c1Nc1cn[nH]c1 | -8
CSCCC(C(=O)Nc1c(C)cccc1C)n1c(-c2ccc(-c3ccccc3)cc2)nc2ccccc21 (centres undefined) | -10
COC(=O)c1ccc2nc(-c3ccc(C)cc3)c(CC(C)(C)C)n2c1 | -7
COC(=O)[C@]1(Sc2ccc(C)cc2)CC(=O)N[C@@H]1c1ccccc1 | -1
Cc1ccc(S(=O)(=O)N2[C@H](CC(=O)Oc3ccccc3)OC[C@@H]2C(C)C)cc1 | -8
O=C1NC(Cc2ccccc2)c2nc3cc(F)ccc3c(=O)n2-c2cc(Cl)ccc21 (centres undefined) | -2
Brc1ccc2nc(-c3ccc(CN4CCC5(CC4)CNc4ccccc45)cc3)c(-c3ccccc3)nc2c1 | -7
OC[C@@H]1CN(Cc2ccc(Cl)cc2)C[C@H](n2cnc3c(NCc4ccc(F)cc4)ncnc32)O1 | -8
COC(=O)C1=C(C)N(Cc2cccc(C(F)(F)F)c2)C(=NCc2ccccc2C(F)(F)F)NC1c1ccc(Cl)cc1 (centres undefined) | -5
Nc1c(-c2ccc(F)c(F)c2)nc2ncccn12 | -5
CCOC(=O)C1(C)CCN1C(=O)c1cc(F)cc(F)c1 (centres undefined) | -6
CC(C=NN=C1C(=O)Nc2ccccc21)=Cc1ccccc1 | -7
CC(C)C[C@H]1CN([C@@H](Cc2ccc(O)cc2)CN2CCC[C@@H]2CN2C(=S)NC[C@@H]2Cc2ccccc2)C(=S)N1CC1CCCCCC1 | -4
Cc1ccc(CN2C(=O)C(C)Sc3ccc(C#N)cc32)cc1 (centres undefined) | 4
CN1CCN(c2ncnc3c2ncn3[C@H]2CN(Cc3cccnc3)C[C@@H](CO)O2)CC1 | 3
OC1c2c(F)cccc2N=C2CCCCCN21 (centres undefined) | 4
CCCCCCCCN1C(=O)[C@H](CC(=O)NCC2CCCCC2)C[C@@]2(C(=O)OC)CC(C)(C)CC=C12 | -3
CC(C)C[C@@H](CN1CCC[C@H]1CN1C(=O)C(=O)NC[C@@H]1Cc1ccccc1)N1C[C@H](Cc2ccc(O)cc2)N(CCc2ccccc2)C(=O)C1=O | -4
CCc1nc2ccc(C(=O)NCCCn3ccnc3)cn2c1N(C)CCC(C)C | -5
COc1ccc(S(=O)(=O)N2C[C@H]3CON(C)[C@H]3C[C@H]2c2ccc(-c3cccc(F)c3)cc2)cc1 | -9
O=C(NCc1cccs1)C1C(=O)Nc2ccccc2C(=O)N1Cc1ccccc1 (centres undefined) | -6
CC1(Cc2cc(Cl)ccc2C(F)(F)F)C(=O)Nc2c(Cl)cccc21 (centres undefined) | -6
CC1(C(=O)NS(=O)(=O)c2ccc(Br)cc2)CCN1C(=O)CC1CCCCC1 (centres undefined) | -7
C[C@H]1[C@H](c2ccccc2)Oc2cc(Br)ccc2S(=O)(=O)N1Cc1ccc(Cl)cc1 | 2
CC1(C(=O)NCc2ccccc2Br)CCN1Cc1ccccc1OC(F)F (centres undefined) | -4
CCOC(=O)[C@]12CCCC=C1N(CCc1ccc(OC)c(OC)c1)C(=O)[C@H](CC(=O)N1CCSCC1)C2 | -6
COc1ccc(F)cc1-c1cc(C(=O)NCc2ccc(F)cc2)[nH]n1 | -5
CCOC(=O)C1=CCN(S(=O)(=O)c2ccccc2)C1c1ccc(C)cc1 (centres undefined) | -4
CC(=O)NC(c1ccc(F)c(F)c1)c1nc(-c2cc3ccccc3o2)cs1 (centres undefined) | -5
O=C1c2cccc(-c3ccc(C(F)(F)F)cc3)c2C2CC=CCN12 (centres undefined) | -6
CSc1ccc(CN2CCC2(C)C(=O)NCc2cccs2)cc1 (centres undefined) | 1
COC(=O)c1cc2c(c3c4cc(C)ccc4n(S(=O)(=O)c4ccc(C)cc4)c13)C(=O)N(Cc1ccccc1OC)C2 | -6
CC(=O)Nc1ccc(S(=O)(=O)N2CCN(c3ccc(C(C)=O)cc3)CC2)cc1 | -5
COc1cccc(C(O)c2nc(-c3ccccc3OC)cs2)c1 (centres undefined) | -6
O=C1NC[C@@H](Cc2ccc(O)cc2)N(CCCCC2CCCCC2)C1=O | -3
CSCCC(c1nc2ccccc2[nH]1)n1c(-c2cc(C(F)(F)F)cc(C(F)(F)F)c2)nc2ccccc21 (centres undefined) | -7
CCCS(=O)(=O)NC(=O)C1(C)CCCN(C(=O)c2ccccc2C(F)(F)F)C1 (centres undefined) | -7
COC(=O)c1ccc2nc(-c3ccc(C)cc3)c(Cc3cccc(F)c3)n2c1 | -13
CCOC(=O)[C@]12CCC=C1N(CCC1=CCCCC1)C(=O)[C@H](CC(=O)N1CCCCC1)C2 | -3

Of the compounds above, nine have a Cl atom.
structure | GalR3 antagonist
Cc1nc2c(OCc3ccc(Cl)cc3Cl)cccn2c1N(C)CC1CC1 | -7
Cc1ccc(F)c(S(=O)(=O)NC(=O)C2(C)CCN2C(=O)C2(c3ccc(Cl)cc3)CCC2)c1 (centres undefined) | -4
COC(=O)C1=C(C)N(Cc2cccc(C(F)(F)F)c2)C(=NCc2ccccc2)NC1c1ccc(Cl)cc1 (centres undefined) | -4
O=C(NC(c1ccccc1)c1cnccn1)C1CCN(Cc2ccc(Cl)c(Cl)c2)CC1 (centres undefined) | -8
O=C1NC(Cc2ccccc2)c2nc3cc(F)ccc3c(=O)n2-c2cc(Cl)ccc21 (centres undefined) | -2
OC[C@@H]1CN(Cc2ccc(Cl)cc2)C[C@H](n2cnc3c(NCc4ccc(F)cc4)ncnc32)O1 | -8
COC(=O)C1=C(C)N(Cc2cccc(C(F)(F)F)c2)C(=NCc2ccccc2C(F)(F)F)NC1c1ccc(Cl)cc1 (centres undefined) | -5
CC1(Cc2cc(Cl)ccc2C(F)(F)F)C(=O)Nc2c(Cl)cccc21 (centres undefined) | -6
C[C@H]1[C@H](c2ccccc2)Oc2cc(Br)ccc2S(=O)(=O)N1Cc1ccc(Cl)cc1 | 2

Later entries.
structure | GalR3 antagonist
Cc1ccc(Cl)cc1-c1cc(C(=O)NCC2CCCCC2)[nH]n1 | -6
CC(C)C[C@H]1COc2cc(N(C)CCO)ccc2S(=O)(=O)N1 | 0
CCCCc1c(-c2ccccc2OC)ncn1CCc1ccc(OC)cc1 | -7
CC(C)NC(=O)c1ccc(-c2ccc(F)c(F)c2)c2ccoc12 | 2
C[N+](C)(C)CCNC(=O)c1c[nH]c2ccccc12 | -5
COc1ccc(-c2cc(NC=O)c3ncc(-c4cnn(C)c4)n3c2)cc1 | -5
Nc1ccn([C@@H]2O[C@H](C(=O)N3CCN(C(=O)N4CCCCC4)CC3)[C@@H](O)[C@H]2O)c(=O)n1 | -7
C[C@@H]1C=CCCO[C@]12C(=O)N(CC1CC1)c1ccccc12 | -6
C[C@H](c1ccccc1)N1C[C@@H](COCc2ccccc2)Oc2cccc(N3CCCCC3)c2S1(=O)=O | 11
O=C(NCc1cccc(Cl)c1)C1Cc2c(-c3ccccc3)ccnc2O1 (centres undefined) | -7
COC(=O)[C@]12CCCCC=C1N(CCc1ccc(OC)c(OC)c1)C(=O)[C@H](CC(=O)NCc1cccs1)C2 | -7
CNC(=O)C[C@@H]1CC[C@@H]2[C@H](COC[C@H](O)CN2S(=O)(=O)c2ccccc2Cl)O1 | -5
CC(C)[C@@H]1Cc2[nH][nH]c(=O)c2[C@H](CCc2ccccc2)O1 | -4
C[C@@H]1CC2=C(C(=O)OC(C)(C)O2)[C@H](c2ccc(F)cc2)O1 | -5
CCNC(=O)OC[C@H]1O[C@H](C#Cc2ccc(C(C)(C)C)cc2)C=C[C@H]1OC(C)=O | -5
C=CCO[C@H]1CN(C(=O)OC)[C@@H]2C[C@H]1Oc1ccccc12 | -8
COC(=O)CCCn1cc(CN2CC(N3CCCCC3)CS2(=O)=O)nn1 (centres undefined) | 3
CCC(c1nc2ccccc2[nH]1)N(Cc1cccnc1)C(=O)c1cc(-c2ccccc2)on1 (centres undefined) | -4
N#Cc1ccc(S(=O)(=O)N2CCCCC2c2cc(C(=O)NCc3cccnc3)no2)cc1 (centres undefined) | -3
CSc1ccc(CN2CCC2(C)C(=O)Nc2cccc(Oc3ccccc3)c2)cc1 (centres undefined) | -8
CNc1cncc(-c2cc(OC)c(OC)c(OC)c2)n1 | 2
C[C@@H]1ON(C)[C@H]2C[C@H]3c4cc(-c5ccc(F)cc5)ccc4CCN3C[C@@H]12 | -1
COc1ccc(-c2csc(C(C)(O)c3ccc(F)c(F)c3)n2)cc1OC (centres undefined) | -2
CC(C)C(=O)N1CCCC1(C)C(=O)Nc1ccc(-n2cncn2)cc1 (centres undefined) | -6
CCOC(=O)c1sc2nc(OCCN3CCOCC3)cc(C)c2c1N | 0
O=C(NCC1CCCCC1)c1ccc2nc([C@@H]3O[C@H](CO)[C@H](O)[C@H](O)[C@H]3O)[nH]c2c1 | -5
CC(C)(C)OC(=O)N1CCC2CCN(CCc3ccccc3)CC21 (centres undefined) | 0
O=C(NCC1CC1)C1Cc2c(-c3ccc4c(c3)OCO4)ccnc2O1 (centres undefined) | -4
CCOC(=O)N1CCN(C(c2ccnc3ccccc23)c2nnnn2-c2c(C)cccc2C)CC1 (centres undefined) | -6
OC[C@@H]1CN(Cc2ccc3c(c2)OCO3)C[C@H](n2cnc3c(NCc4ccncc4)ncnc32)O1 | -1
CCN(CCO)c1ccc(Nc2cc(-c3ccc(-c4ccccc4)cc3)ncn2)cc1 | -5
COc1ccc(-c2coc3c(C(=O)Nc4cccc(C(C)=O)c4)cccc23)c(C)c1 | -5
Cc1ccc(S(=O)(=O)N2CCC(=O)N([C@H](COCc3ccc(Cl)cc3Cl)Cc3ccccc3)CC2)cc1 | -6
CC(=NOC(=O)c1ccc(F)cc1)c1nccs1 | 1
O=C(COc1ccc(CNC[C@H]2O[C@@H](n3ccc(=O)[nH]c3=O)[C@H](O)[C@@H]2O)cc1)Nc1ccccn1 | 1
CC(=O)c1cccc(NC(=O)C2Cc3c(-c4ccco4)ccnc3O2)c1 (centres undefined) | -6
CC(C)N1CCC1(C)C(=O)Nc1ccc(-n2cccc2)cc1 (centres undefined) | -7
CC(C)(C)c1ccc(CC(=O)N2CCC2(C)C(=O)NS(=O)(=O)c2ccc3c(c2)CCO3)cc1 (centres undefined) | -6
CCCCNC(=O)C(NC(=O)c1ccccc1)C(=O)c1ccccc1 (centres undefined) | -1
COc1ccc(Nc2c(-c3ccc(F)cc3)nc3nc(C)cc(C)n23)cc1 | -5
CCc1nc2c(OCC=C(C)C)cccn2c1N(C)C(=O)c1ccccc1F | 2
CCCNC(=O)C1(C)CCN1C(=O)Cc1ccc(C(C)C)cc1 (centres undefined) | -4
NCc1csc(NC(=O)Nc2cccc(Cl)c2)n1 | -8
COc1ccc(-c2coc3c(C(=O)NCC4CC4)cccc23)c(C)c1 | -7
C/C(=N\NC(=O)C1CCCC1)c1ccc(NC(=O)C(F)(F)F)cc1 | -5
N#Cc1ccc(-c2nc3c4ccccc4ccn3c2CC2CCCCC2)cc1 | -4
COc1ccccc1-c1cc(NC(C)=O)c2ncc(-c3ccc(S(C)(=O)=O)cc3)n2c1 | -7
COc1ccc(CN2C[C@H](COCc3ccccc3)Oc3cccc(Oc4ccc(C(C)C)cc4)c3S2(=O)=O)cc1 | -2
O=C(C(=O)N1CCN(C(=O)C2CCCC2)CC1)c1cccc(C(F)(F)F)c1 | -3
O=C(Nc1ccc(Cl)cc1)C1Cc2c(-c3ccccc3Oc3ccccc3)ccnc2O1 (centres undefined) | -9
